TNAP activators – stimulation of alkaline phosphatase TNAP activity – biochemical, luminescent, no phosphate acceptor, uHTS, primary screen (AID 1001); purified TNAP, luminescent activation assay, no phosphate acceptor; higher activation fold means a stronger effect; activation fold at 20 µM; hits with a dose series show EC50 in µM; 200,000 compounds, 0.03% hits; in the data active = activation fold from about 3, or a potency from the dose series; inactive = the rest, 99 in 100 with activation fold below about 1.6; also: many of its hits are not listed in these tables
Yfh1-off respiration – enhancers of respiration in Yfh1-depleted yeast, dose response, Friedreich's ataxia, plus single-dose screen (AID 1465); S. cerevisiae Yfh1-off respiration, WST-1 reduction, 72 h; higher fold induction means a stronger effect; fold induction at 50 µM, or EC50 in µM where a hit was titrated; 220,000 compounds, 0.074% hits;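 active = fold induction of absorbance versus untreated yeast above a set limit, then at least 30% activation at any dose in follow-up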;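 also: activators that raise dye reduction in frataxin-depleted yeast; strong numbers were not always called active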
KOR beta-arrestin-1 – KOR antagonists, beta-arrestin recruitment, cell-based, luminescence, uHTS (AID 1778) | KOR beta-arrestin recruitment, luminescence, antagonist mode; higher % means a stronger effect | 290,000 compounds, 0.091% hits | inhibition, % at 10 µM; hits with a dose series show IC50 in µM; also: strong numbers were not always called active
GPR55 beta-arrestin – selective activators of receptor GPR55 – imaging, U2OS cells, beta-arrestin-GFP redistribution, primary screen (AID 1961) | U2OS GPR55 beta-arrestin-GFP redistribution imaging; higher % means a stronger effect | activation, % at 10 µM, or EC50 in µM where a hit was titrated | 290,000 compounds, 0.048% hits;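 active = activation above 40% with more than 50 cells counted in the well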;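 also: U2OS osteosarcoma cells stably expressing GPR55 and beta-arrestin-GFP; plate controls were DMSO negative control for no effect and LPI positive control for full effect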
NOD2 inhibition – NOD2 signaling inhibitors, cell-based, luminescence, uHTS, HEK293 (AID 1566); HEK293 NOD2/NF-kB luciferase reporter, luminescence; higher % means a stronger effect; one-dose inhibition, % at 4 µM; EC50 in µM for titrated hits; 290,000 compounds, 0.63% hits; also: many of its hits are not listed in these tables
NOD1 inhibition – NOD1 signaling inhibitors, primary screen, cell-based, luminescence, uHTS (AID 1578); inhibition, % at 4 µM, or EC50 in µM where a hit was titrated; NOD1-driven NF-kB luciferase reporter cells, luminescence; higher % means a stronger effect; 290,000 compounds, 1% hits; in the data active = inhibition mostly above about 36%, no sharp cut-off; inactive = mostly below about 34%;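 also: HEK-293T reporter cells stimulated with the NOD1 agonist gamma-tri-DAP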
KOR beta-arrestin-2 – kappa opioid receptor activators – cell-based, luminescence, uHTS, primary screen (AID 1777). KOR beta-arrestin recruitment, luminescence; higher % means a stronger effect. activation, % at 10 µM; hits with a dose series show EC50 in µM. 280,000 compounds, 0.02% hits; in the data active = activation above about 50%, passing the limit was not always enough; also: a part of the inactive calls stands beside numbers as strong as those of hits
NTR1 ag – agonists of NTR1, primary screen, imaging, U2OS cells, beta-arrestin-GFP, high content (AID 493036) | P30989 | NTR1-U2OS beta-arrestin-GFP spot imaging, agonist mode | activation, % at 20 µM | 330,000 compounds, 0.17% hits;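 active = activation at or above 40% of the spot to cytoplasm intensity ratio, with at least 20 cells analyzed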;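 also: 0% = DMSO without peptide and 100% = 100 nM NTR1 peptide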
Target sequence (P30989 whole entry, looked up): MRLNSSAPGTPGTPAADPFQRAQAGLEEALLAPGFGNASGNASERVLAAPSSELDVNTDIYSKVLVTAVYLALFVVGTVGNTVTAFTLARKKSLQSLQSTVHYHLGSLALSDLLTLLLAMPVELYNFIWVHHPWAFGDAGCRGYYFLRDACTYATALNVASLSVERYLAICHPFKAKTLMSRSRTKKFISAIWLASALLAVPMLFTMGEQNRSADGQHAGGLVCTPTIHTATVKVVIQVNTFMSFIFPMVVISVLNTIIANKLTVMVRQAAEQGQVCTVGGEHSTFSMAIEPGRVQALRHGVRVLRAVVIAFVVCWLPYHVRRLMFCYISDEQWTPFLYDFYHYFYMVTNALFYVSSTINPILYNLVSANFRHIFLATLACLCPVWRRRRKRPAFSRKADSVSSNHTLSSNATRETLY
CSM14.1 death rescue – rescue of cells from ER stress-induced death, primary screen, 384-well, CSM14.1, thapsigargin, ATP luminescence (AID 1222). CSM14.1 thapsigargin-induced death rescue, ATP luminescence; higher % means a stronger effect. one-dose cellular ATP content (survival), % at 20 µM; EC50 in µM for titrated hits. 190,000 tested, under 10 active;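 active = EC50 below 50 µM in the dose-response confirmation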;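 also: death triggered by thapsigargin at about 15 µM added after 2 h compound pretreatment; cell ATP read after overnight thapsigargin exposure of roughly 18 to 22 hours; normalized against plate controls of thapsigargin alone and 5% DMSO vehicle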
NTR1 ag cell count 20 µM – recorded beside NTR1 ag, whose call it bears; cell count; measured here: cell count, cytotoxicity flag
The depositor's hits bear a star; i = inactive; . = no result given; [ ] = another dose, or the depositor's remark. Rule as the data show it, unless noted: active = inhibition above about 50%; inactive = the rest.

SMILES	TNAP activators	Yfh1-off respiration	KOR beta-arrestin-1	GPR55 beta-arrestin	NOD2 inhibition	NOD1 inhibition	KOR beta-arrestin-2	NTR1 ag	NTR1 ag cell count 20 µM	CSM14.1 death rescue
Nc1nc(-c2ccc(Br)s2)c(Br)s1	1.1	i	2%	0.1%	-24%	-11%	1.5%	3.2	46	-3.6%
N#CCc1nc(CSc2nc3ccccc3o2)cs1	1.2	i	5%	-0.2%	-31%	-80%	3.9%	-1.3	49	4.0%
N#Cc1c2c(c(NCc3cccnc3)n3c1nc1ccccc13)CCC2	1.1	i	-2%	0.3%	11%	20%	-5.8%	1.7	81	2.8%
CCCCn1c(SCC(=O)N2CCCC2)nnc1-c1ccccc1	1.2	i	2%	-0.1%	0%	-19%	-0.9%	-1.2	85	-0.5%
CCn1c(C(=O)NCCCc2ccccc2)cc2sccc21	1.1	i	9%	-0.2%	-21%	-24%	-1.3%	-1.2	73	13%
O=C(Nc1ccc2c(c1)OCO2)Nc1ccc(Br)cn1	1.1	i	-15%	-0.1%	-72%	-33%	4.3%	2.4	62	-4.7%
CC(C)(C)n1ncc2c(=O)n(CC(=O)N3CCN(c4ccccc4)CC3)cnc21	1.1	i	7%	-0.1%	7%	-18%	0.1%	.	.	-0.1%
COc1ccc(C2C(C(=O)Nc3ccc(OC)c(OC)c3)c3ccccc3C(=O)N2C)cc1 (stereo not drawn)	1.3	i	37%	1.4%	7%	-39%	-1.4%	1.8	60	-0.9%
Cc1ccccc1OCCCCN1CCCCC1	.	.	-13%[20 µM]	-0.1%	3%	8%	-5.6%	-1.1	62	.
C=CCN(C(=O)CNC(=O)c1ccco1)C(C(=O)NC1CCCCC1)c1ccccc1 (stereo not drawn)	1.1	i	-74%	-0.2%	2%	10%	-1.7%	1.0	46	4.5%
Cc1ccc(NC(=O)c2cccs2)cc1S(=O)(=O)N(C)C	1.2	i	5%	-0.1%	3%	-22%	12%	-1.3	58	-6.7%
COc1cccc(SCc2noc(C(=O)NC(C)C)c2C(=O)O)c1	1.1	i	-4%	-0.1%	13%	0%	-1.5%	-1.6	111	4.4%
CC(C)(O)/C=C1/Oc2ccccc2C1N1CCCCC1 (stereo not drawn)	1.1	i	-16%	0.2%	1%	-7%	1.4%	-0.7	33	-2.9%
CC(C)C(=O)NC(NC(=O)C(C)C)c1ccc([N+](=O)[O-])cc1	1.1	i	-29%	-0.2%	3%	-18%	0.8%	1.8	45	-2.7%
Cc1ccc(NC(=O)C2CCCCC2)c(O)c1	1.1	i	17%	-0.2%	-1%	-33%	1.7%	0.6	41	1.4%

Next part, starting with the last six of the part before.
SMILES	TNAP activators	Yfh1-off respiration	KOR beta-arrestin-1	GPR55 beta-arrestin	NOD2 inhibition	NOD1 inhibition	KOR beta-arrestin-2	NTR1 ag	NTR1 ag cell count 20 µM	CSM14.1 death rescue
C=CCN(C(=O)CNC(=O)c1ccco1)C(C(=O)NC1CCCCC1)c1ccccc1 (stereo not drawn)	1.1	i	-74%	-0.2%	2%	10%	-1.7%	1.0	46	4.5%
Cc1ccc(NC(=O)c2cccs2)cc1S(=O)(=O)N(C)C	1.2	i	5%	-0.1%	3%	-22%	12%	-1.3	58	-6.7%
COc1cccc(SCc2noc(C(=O)NC(C)C)c2C(=O)O)c1	1.1	i	-4%	-0.1%	13%	0%	-1.5%	-1.6	111	4.4%
CC(C)(O)/C=C1/Oc2ccccc2C1N1CCCCC1 (stereo not drawn)	1.1	i	-16%	0.2%	1%	-7%	1.4%	-0.7	33	-2.9%
CC(C)C(=O)NC(NC(=O)C(C)C)c1ccc([N+](=O)[O-])cc1	1.1	i	-29%	-0.2%	3%	-18%	0.8%	1.8	45	-2.7%
Cc1ccc(NC(=O)C2CCCCC2)c(O)c1	1.1	i	17%	-0.2%	-1%	-33%	1.7%	0.6	41	1.4%
OCCC1CN(Cc2cccnc2)CCN1CCc1ccccc1 (stereo not drawn)	1.1	i	-8%	0.4%	10%	-6%	-0.2%	1.2	67	0.2%
O=C(Nc1ccc(Cl)cc1)[C@@H]1[C@@H]2C(=O)N(c3ccc(Cl)cc3Cl)C(=O)[C@@H]2[C@H]2C=CC=NN21	1	i	15%	0.0%	-3%	2%	0.8%	0.7	94	2.1%
COc1ccc(OCC(=O)Sc2ccc(C)cc2)cc1	1	i	13%	-0.1%	-2%	-17%	4.5%	0.5	66	-3.7%
c1ccc(-n2ncc3c(NCc4cccnc4)ncnc32)cc1	1.1	i	-14%	-0.2%	-36%	-37%	-2.2%	0.8	53	-1.2%
O=C(CN(Cc1ccccc1F)C(=O)Cn1nnc(-c2cccs2)n1)NCC1CCCO1 (stereo not drawn)	1.1	i	22%	0.2%	14%	-4%	1.1%	1.5	64	0.2%
O=S(=O)(Nc1ccc(Cl)cn1)c1ccc(Cl)cc1	1.1	i	3%[20 µM]	-0.1%	-6%	-6%	-6.3%	2.4	81	-0.4%
Cc1cccc(C)c1OCc1cc(C(=O)N2CCN(c3ccccc3)CC2C)no1 (stereo not drawn)	.	.	19%	0.2%	-8%	10%	-2.2%	3.6	44	.
COC(=O)c1ccc(-c2ccc(/C=N/NC(=O)Cc3nnc(N)s3)o2)cc1	.	.	6%	-0.2%	2%	-1%	-2.8%	-0.7	51	.
O=C(COC(=O)c1ccc[nH]c1=O)NC1CCCCC1	.	i	23%	0.8%	-9%	1%	2.5%	2.1	57	.
Cc1cc(C)cc(NC(=O)c2c(C)nc3ccccn23)c1	1	i	-11%[20 µM]	-0.1%	-4%	-42%	-2.1%	1.7	58	-1.6%
CC(=O)c1ccc(N(CC(=O)NC2CCCC2)C(=O)c2csnn2)cc1	.	.	-14%	0.0%	-14%	-36%	-0.1%	0.0	53	.
CCOC(=O)c1cc(C#N)c(Oc2ccccc2)nc1-c1ccccc1	1	i	0%	0.4%	4%	-17%	1.6%	3.4	64	-1.6%
OC(COc1ccc2ccccc2c1)Cn1ccnc1 (stereo not drawn)	1	i	0%	-0.1%	-2%	9%	-1.8%	1.8	56	0.4%
CC(=O)N1CCC2(CC1)C/C(=N\NC(=S)Nc1ccccc1C)c1cc(O)ccc1O2	1.1	i	25%	0.2%	6%	-13%	-6.7%	0.3	48	-0.1%
CC(C)c1ccc(N=C2NN=C(c3cccs3)CS2)cc1	1	i	-30%	-0.1%	-101%	-37%	5.3%	0.9	52	-1.1%

An excerpt from the list above:
SMILES	TNAP activators	Yfh1-off respiration	KOR beta-arrestin-1	GPR55 beta-arrestin	NOD2 inhibition	NOD1 inhibition	KOR beta-arrestin-2	NTR1 ag	NTR1 ag cell count 20 µM	CSM14.1 death rescue
CC(=O)N1CCC2(CC1)C/C(=N\NC(=S)Nc1ccccc1C)c1cc(O)ccc1O2	1.1	i	25%	0.2%	6%	-13%	-6.7%	0.3	48	-0.1%
CC(C)c1ccc(N=C2NN=C(c3cccs3)CS2)cc1	1	i	-30%	-0.1%	-101%	-37%	5.3%	0.9	52	-1.1%

Other records follow.
SMILES	TNAP activators	Yfh1-off respiration	KOR beta-arrestin-1	GPR55 beta-arrestin	NOD2 inhibition	NOD1 inhibition	KOR beta-arrestin-2	NTR1 ag	NTR1 ag cell count 20 µM	CSM14.1 death rescue
O=C(NC12CC3CC(CC(C3)C1)C2)N(Cc1ccccc1)Cc1ccncc1	1.1	i	-62%[20 µM]	0.3%	0%	6%	0.6%	3.1	42	-1.7%
N#CCCN(C(=O)COC(=O)c1ccc2c(=O)n3c(nc2c1)CCC3)c1ccc(F)cc1	1	i	0%[20 µM]	-0.1%	9%	-34%	-1.6%	1.4	60	-0.7%
Nc1cccc(-c2cn3cccnc3n2)c1	1.1	i	-7%	-0.3%	-38%	-36%	-0.8%	0.7	49	.
Cc1cc(NC(=O)CC2CCCC2)n(-c2nc3ccccc3[nH]2)n1	1.4	.	8%	0.4%	-3%	7%	5.5%	13	61	-1.5%
CCOC(=O)c1c(N)sc(C(=O)Nc2ccc3c(c2)OCO3)c1C	1.1	i	-50%	-0.1%	-203%	14%	-0.6%	0.2	57	-6.0%
COc1ccc(CCN2C(=O)CC(NNc3ccc([N+](=O)[O-])cc3)C2=O)cc1OC (stereo not drawn)	0.9	i	36%	-0.2%	-2%	-22%	-9.7%	2.8	61	0.3%
CN(C)C1=NCCN1CCc1cccc(F)c1	.	.	-20%[20 µM]	-0.2%	15%	2%	-4.6%	23	84	.
CC(C)Cc1oc(C(=O)O)cc1CN1CCOCC1	1	i	-8%	-0.3%	6%	-21%	-3.4%	-1.8	88	-2.0%
CCOC(=O)SC1=N/C(=C\c2ccc(N(C)C)cc2)C(=O)S1	0.8	i	38%	0.9%	5%	-14%	-5.9%	-2.4	54	2.5%
CC(C)OC(=O)Cn1nc(C(c2ccccc2)c2ccccc2)oc1=O	.	.	9%[20 µM]	1.1%	7%	-10%	-5.2%	0.5	70	.
CCS(=O)(=O)/N=C(\N)c1ccccc1	1.1	i	17%	-0.4%	-19%	11%	13%	-0.1	30	-2.8%
COCCn1c(=S)[nH]c2cc(C(=O)NCCCN3CCOCC3)ccc2c1=O	1.1	i	-46%	0.2%	-2%	1%	1.1%	-2.1	90	-0.5%
CC(C)c1ccc(S(=O)(=O)Nc2ccc(N3CCOCC3)cc2)cc1	.	.	-27%	-0.2%	0%	-14%	-3.5%	-2.4	54	.
CNC(=O)Nc1cccc(-c2cc(-c3c(Cl)cccc3Cl)no2)c1	.	i	-11%	-0.2%	20%	4%	2.5%	2.2	70	.
CNC(=S)N1N=C(c2ccccc2)CC1c1ccc(Br)cc1 (stereo not drawn)	1.1	i	-44%	-0.4%	8%	11%	-1.0%	-1.4	87	-0.9%
CC1=NN(C(N)=S)C(=O)C1N=Nc1ccccc1C (stereo not drawn)	1.1	i	14%	-0.1%	-30%	-45%	-4.5%	4.7	39	-1.8%
COc1ccc(S(=O)(=O)/N=C2/NC(=O)/C(=C\c3ccco3)S2)cc1	0.9	i	17%	-0.3%	8%	-7%	12%	0.5	47	-2.9%
CCOC(=O)c1cnc2c(C)cc(Cl)cc2c1N1CCN(C)CC1	.	.	-7%	-0.1%	3%	3%	2.6%	-1.2	82	.
COc1ccc(C(=O)Nn2cc3c(c2-c2ccccc2)c(=O)n(C)c(=O)n3C)cc1	1.1	i	-14%	-0.1%	14%	-23%	-0.5%	-1.5	53	.
COc1ccc2c(c1)C(=NN)c1cc(OC)ccc1-2	1.1	i	1%	-0.1%	-13%	19%	0.5%	1.9	43	-1.0%
CS(=O)(=O)c1cccc(C(=O)NCc2ccccc2)c1	1.1	i	-8%	-0.1%	13%	-5%	-4.7%	2.1	49	-3.4%
COc1ccc(NC(=O)c2onc(C)c2Cl)cc1OC	1.1	i	-29%	0.6%	-12%	-21%	11%	-1.6	75	-1.8%
Cc1ccc(NC2CCCN(C(=O)CSc3ccncc3)C2)cc1C (stereo not drawn)	.	.	-23%	-0.1%	10%	-40%	1.4%	0.9	48	.
O=C(Nc1cc(SCCO)cc([N+](=O)[O-])c1)c1ccc(Br)o1	1	i	20%	-0.3%	18%	0%	-0.4%	1.7	77	-1.9%
N#CC1=C(N)OC2=C(CCc3ccccc32)C1c1ccccc1Cl (stereo not drawn)	1	i	8%	-0.3%	-17%	-20%	-3.5%	17	88	-1.8%

Source: PubChem BioAssay (several laboratories)

This is a subset; count on the stated rates, not on these rows.
